ELG1 genotoxic – inducers of genotoxicity in HEK293T ELG1-luciferase cells | HEK293T ELG1-luciferase reporter, luminescence, 16 h | Potency, µM (titrated, usually from 46 µM), for inactives: at the highest dose activity change, positive = activation, usual class: activators | 330,000 compounds, 1.3% hits | AID 504466; further: % of control where 0% means no effect; nearly all actives have a fitted effect of over 60% in size
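Genotoxicity was scored as increased ELG1-luciferase reporter signal, measured by ONE-Glo luminescence (30 min, room temperature). Compound or vehicle exposure of the HEK293T reporter cells lasted 16 hr at 37°C.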
BRCA1 expr act – BRCA1 expression activation. MCF7-BRCA1-FFLuc reporter, luminescence, 48 h; response scale: scaled: vehicle 0%, 10 µM genistein 100%. AID 624202. 380,000 compounds, 1.1% hits. Potency, µM (highest dose often 46.1 µM), for the others: at the highest dose activation, most hits filed as activators; further: nearly all actives have a fitted effect of over 80% in size; some results filed as inactive show a strong effect at the top dose
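Activators of BRCA1 expression were detected as increased firefly luciferase luminescence in engineered MCF7 cells after 48 h compound incubation. Signals were scaled to genistein 10 microM as full activation.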
uPA surface inh – cell surface uPA generation inhibition; cell surface uPA generation assay, qHTS; Potency, µM (series often up to 38.3 µM), without a hit: at the top dose activity change, negative = inhibition, actives largely listed as inhibitors; 330,000 compounds, 0.31% hits; active means well fitted inhibition curve with a large enough effect; inconclusive means small, poorly fitted or top-dose-only effect; inactive means no such curve, though single readings can be large or run the other way; tested in mouse RAW 264.7 cells; further: on the % scale 0 is the no-effect control and ±100 the full control effect; nearly all actives have a fitted effect of over 55% in size
MBNL1-CUG inh – blocks human MBNL1 binding to CUG repeat RNA; Q9NR56; TR-FRET MBNL1-His/biotin-(CUG)12 binding, 665/545 ratio; Potency, µM (doses to about 57.5 µM), inactives show at the top dose activity change, negative = inhibition, most hits filed as inhibitors; 280,000 compounds, 0.036% hits; AID 2675; active means well fitted inhibition curve with a large enough effect in the signal ratio, with a control signal flat, not every such curve was filed as active; inconclusive means small, poorly fitted or top-dose-only effect, or effect the other way, or a change in a side signal; inactive means no such curve, though single readings can be large or run the other way; the % refers to the signal ratio; further: on the % scale 0 is the no-effect control and ±100 the full control effect
Target sequence (Q9NR56 whole entry, looked up): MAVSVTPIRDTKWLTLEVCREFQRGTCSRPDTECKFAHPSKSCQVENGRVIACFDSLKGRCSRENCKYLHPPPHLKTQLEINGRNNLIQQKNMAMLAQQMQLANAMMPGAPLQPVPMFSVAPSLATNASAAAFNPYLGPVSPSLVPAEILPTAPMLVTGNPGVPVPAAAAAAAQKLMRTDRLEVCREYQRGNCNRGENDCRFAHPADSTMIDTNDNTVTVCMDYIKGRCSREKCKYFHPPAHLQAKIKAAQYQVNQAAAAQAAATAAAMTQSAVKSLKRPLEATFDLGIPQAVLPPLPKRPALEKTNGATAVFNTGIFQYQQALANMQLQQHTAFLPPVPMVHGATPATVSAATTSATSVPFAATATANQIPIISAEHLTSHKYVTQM
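Inhibition of protein-RNA binding appears as loss of TR-FRET between terbium anti-His antibody on MBNL1-His and streptavidin-XL665 on biotin-(CUG)12. Activity is normalized to buffer-only and uninhibited-complex controls.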
Rab9 prom act – Rab9 promoter activation | Huh7 Rab9 promoter-luciferase reporter, luminescence, 24 h | Potency, µM (highest dose often 9.22 µM), inactives show at the top dose activation, negative = inhibition, actives largely listed as activators | 320,000 compounds, 2.8% hits | AID 485297; further: % of control where 0% means no effect; nearly all actives have a fitted effect of over 60% in size
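Luminescence from Amplite-detected luciferase (10 minutes, ambient) reports Rab9 promoter activation. Before that, stable Rab9-luciferase Huh7 cells (1500/well, reduced-serum OP-MEM I plus 10% FBS) were exposed to compound for 24 hours at 37C.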
RORg inh – blocks mouse ROR gamma transcriptional activity. P51450. Drosophila S2 Gal4-RORgamma UAS-luciferase reporter, 20 h. Potency, µM (doses to about 53.6 µM), for inactives: at the highest dose activity change, negative = inhibition, most hits filed as inhibitors. 310,000 compounds, 5.4% hits. AID 2551; further: on the % scale 0 is the no-effect control and ±100 the full control effect; nearly all actives have a fitted effect of over 60% in size
Target sequence (P51450 whole entry, looked up, the tested form may be a part): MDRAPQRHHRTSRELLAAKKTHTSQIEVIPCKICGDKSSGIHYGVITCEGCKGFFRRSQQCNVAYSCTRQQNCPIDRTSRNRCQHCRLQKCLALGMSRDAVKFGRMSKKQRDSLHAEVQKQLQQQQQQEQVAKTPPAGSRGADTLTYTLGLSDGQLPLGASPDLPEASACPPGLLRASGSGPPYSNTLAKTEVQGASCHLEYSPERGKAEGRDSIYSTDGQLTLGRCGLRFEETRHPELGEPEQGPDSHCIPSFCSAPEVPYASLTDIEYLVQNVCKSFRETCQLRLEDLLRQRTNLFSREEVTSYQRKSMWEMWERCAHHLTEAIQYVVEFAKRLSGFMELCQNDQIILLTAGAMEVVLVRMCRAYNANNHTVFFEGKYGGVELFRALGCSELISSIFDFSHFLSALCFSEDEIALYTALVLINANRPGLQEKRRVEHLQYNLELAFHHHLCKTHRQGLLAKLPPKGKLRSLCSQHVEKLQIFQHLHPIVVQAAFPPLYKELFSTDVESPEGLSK
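ROR gamma transcriptional activity was tracked as Gal4-UAS luciferase output in stably transfected Drosophila Schneider cells, with compound added 1 hr before 700 uM copper sulfate induction and a 20 hr ambient-temperature incubation.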
FLuc counter – inhibits or activates purified firefly luciferase, miR-21 counter-screen; purified FLuc, Km substrates, luminescence inhibition; Potency, µM (series often up to 57.5 µM), for inactives: top-dose activity change, negative = inhibition, usual class: inhibitors; 360,000 compounds, 6.9% hits; AID 588342;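 further: plate controls were vehicle for no effect and reference inhibitor for full effect; nearly all actives have a fitted effect of over 55% in size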
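Purified P. pyralis luciferase, 10 nM final, with Km-level 10 uM D-luciferin and 10 uM ATP in 50 mM Tris acetate pH 7.5, 10 mM Mg acetate, 0.01% Tween-20, 0.05% BSA; 6-point qHTS titration about 60 µM downward; luminescence read.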
Gal4-VP16 FLuc – counter-screen for ROR gamma inhibitors: Gal4-VP16 reporter; 310,000 compounds, 3.5% hits; Drosophila S2 Gal4-VP16 UAS-luciferase, luminescence, 20 h; Potency, µM (highest dose often 53.6 µM), inactives show at the highest dose activity, negative = inhibition, actives largely listed as inhibitors; AID 2546;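 further: Gal4-VP16 expression switched on by copper sulfate through the metallothionein promoter; on the % scale 0 is the no-effect control and ±100 the full control effect; nearly all actives have a fitted effect of over 50% in size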
p53 reactivator – re-activators of mutant p53. H1299 p53-A138V BP100-luciferase reporter, luminescence, 24 h. Potency, µM (titrated, usually from 92.2 µM), for inactives: at the top dose activity change, positive = activation, most hits filed as activators. 320,000 compounds, 0.063% hits. AID 504706; further: % of control where 0% means no effect; nearly all actives have a fitted effect of over 45% in size
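p53-null H1299 cells stably carrying temperature-sensitive p53-A138V and a BP100-luciferase reporter were pinned with compounds (4-point, 1:5 series) and held 24 hrs at 37 deg C. Luminescence was read 10 min after detection reagent.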
MLL CXXC-DNA inh – inhibitors of human MLL CXXC domain-DNA interaction; MLL-CXXC / FITC-HOXA9 DNA fluorescence polarization; 290,000 compounds, 0.037% hits; AID 2662; Potency, µM (highest dose often 115 µM), for inactives: at the highest dose activity change, negative = inhibition, usual class: inhibitors; Q03164; active means well fitted inhibition curve with a large enough effect in the polarisation, with a control signal flat, not every such curve was filed as active; inconclusive means small, poorly fitted or top-dose-only effect, or effect the other way, or a change in a side signal; inactive means no such curve, though single readings can be large or run the other way; the % refers to the polarisation
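Steps: dispense CXXC domain solution (7 uM) → pin compounds or unlabeled HOX-A9 DNA control → 5 min ambient → add FLSN-HOX-A9 solution (50 nM) → spin → 30 min ambient → fluorescence polarization. Tris pH 7.5/NaCl/DTT/BSA buffer.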
NPC1 promoter act – NPC1 promoter activation; 320,000 compounds, 2.4% hits; Huh7 NPC1 promoter luciferase reporter, 24 h; AID 485313; Potency, µM (top dose mostly 9.22 µM), without a hit: at the top dose activation, actives largely listed as activators;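 further: % of control where 0% means no effect; nearly all actives have a fitted effect of over 60% in size; reporter is driven by a mutant NPC1 promoter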
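Readout is luciferase luminescence, reflecting NPC1 promoter activation in stably transfected Huh7 cells after 24 h compound exposure at 37 °C in reduced-serum medium with 10% FBS.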
* hit, by the source's call; ? = inconclusive; · = not tested or not shown; [ ] = another dose, or the depositor's remark. Unless noted, the call rests on the fitted dose curve; in most records, active means well fitted curve in the direction sought with a large enough effect; inconclusive means small, poorly fitted or top-dose-only effect, or another doubt; inactive means no such curve, though single readings can be large; an effect the other way counts as inactive or inconclusive. Potency means the concentration at half of the fitted maximal effect.

SMILES	ELG1 genotoxic	BRCA1 expr act	uPA surface inh	MBNL1-CUG inh	Rab9 prom act	RORg inh	FLuc counter	Gal4-VP16 FLuc	p53 reactivator	MLL CXXC-DNA inh	NPC1 promoter act
NC(=O)CSc1nnc(-c2cccs2)n1-c1ccccc1	0.8%	1.8%	1.3%	0.0%	3.4%	30.2%	0.6%	-1.2%	-0.8%	-2.9%	-4.7%
CC(=O)c1cccc(NC(=O)CCNS(=O)(=O)c2cccc3nsnc23)c1	·	-21.2%	-0.2%	?	·	21.2%	-1.3%	-1.6%	·	-3.1%	·
Cc1cc(NC(=O)CSc2nc3ccccc3n2CC(=O)N2CC(C)CC(C)C2)no1 (stereo not drawn)	0.2%	-10.0%	·	-3.2%	-4.8%	19.5%	-0.7%[2.3 µM]	8.7%	1.5%	4.2%	-2.5%
CCOC(=O)C1(CCCc2ccccc2)CCN(C(=O)C2=C(C)OCCO2)CC1	-7.7%	-0.8%	-11.1%	-1.6%	1.0%	?	4.5%	24.2%	1.5%	3.6%	-3.3%
O=C(NCCc1ccccc1)C1CCN(S(=O)(=O)N2CCCCCC2)CC1	2.0%	17.3%	-7.1%	-6.9%	1.5%	39.5%	-7.0%	-0.4%	4.6%	7.4%	0.2%
Cc1ccc2c(c1)SC1=NC(c3ccccc3)(C(F)(F)F)NC(=O)N12 (stereo not drawn)	0.4%	·	·	-0.2%	-0.2%	5.0%	-3.1%	-6.8%	6.1%	32.0%[activator]	7.0%
COc1cccc(C2N(c3cccc(Cl)c3)C(=O)C3CCCN32)c1 (stereo not drawn)	1.7%	0.0%	3.3%	1.0%	-6.3%	-9.5%	-1.5%	-7.3%	-4.0%	-7.9%	-0.2%
CCn1c(N2CCN(CC(=O)c3c[nH]c4ccccc34)CC2)nc2c1c(=O)[nH]c(=O)n2C	-9.5%	-33.0%	1.2%	-8.9%	0.9%	?	-14.3%	-6.2%	-3.8%	39.1%[activator]	0.1%
O=[N+]([O-])c1cccc(CN2CCC(Cc3ccccc3)CC2)c1	-7.1%	8.9%	6.0%	?	0.1%	?	3.7%	-3.4%	16.7%	-1.4%	2.4%
Cc1ccc(C)n1N1C(=O)/C(=C\c2ccc(Cl)cc2)SC1=S	-3.2%	-15.0%	2.6%	2.2%	-3.2%	40.0%	0.5%	-2.6%	-3.6%	-9.6%	-0.9%
CC(NC(=O)c1cccc(OC2CCN(C(=O)C3CC3)CC2)c1)c1ccc(F)cc1 (stereo not drawn)	-9.1%	-11.3%	-5.3%	-3.0%	-0.7%	-4.1%	1.8%	-6.8%	-6.3%	9.8%	-0.5%
O=C(CSc1n[nH]c(-c2ccccn2)n1)Nc1ccccc1F	-10.5%	-11.0%	3.2%	0.5%	0.2%	3.55µM*	1.0%	5.01µM*	2.9%	71.8%[activator]	?
Fc1ccc(NC(=S)Nc2ccc(Br)cc2)cc1	-6.0%	-26.3%	2.4%	-6.1%	-6.1%	?	?	?	?	2.5%	-7.6%
Brc1ccc(CSc2ncnc3nc[nH]c23)cc1	3.7%	14.9%	?	-9.6%	11.1%	14.6%	-19.4%	-6.1%	24.4%	-0.6%	0.7%
COCCN1CCN(C(=O)c2cc(COc3ccc(F)cc3Cl)on2)CC1	12.5%	27.4%	1.5%	-3.4%	4.2%	4.2%	?	-13.8%	1.2%	-5.6%	0.8%
COC(=O)c1ccc(OCC(=O)Nc2ccsc2C(=O)OC)cc1	?	2.3%	0.0%	3.1%	-1.6%	-7.2%	-1.3%	-1.3%	8.8%	-2.8%	7.1%
CC(C)C[C@@H](NC(=O)[C@H]1CCCN1C(=O)Cc1ccccc1)C(N)=O	-0.2%	4.7%	3.9%	-5.3%	-2.3%	5.5%	-17.2%	-3.9%	-0.8%	-1.3%	1.0%
CN1CCN(C(=O)c2cc3nc(-c4ccco4)cc(C(F)(F)F)n3n2)CC1	-0.3%	-20.8%	2.1%	-3.7%	0.8%	8.0%	3.2%	-2.1%	-1.8%	-0.9%	-6.1%
COc1ccc(-c2nnc(SCc3nnc(-c4ccccc4)o3)n2-c2ccccc2)cc1	0.7%	-31.1%	0.7%	33.8%[activator]	-5.9%	-1.0%	-9.8%	0.4%	-2.2%	-20.8%	0.1%
Cc1nc(NC(=O)CSc2nnc(C)n2CC2CCCO2)sc1C (stereo not drawn)	-1.1%	-13.0%	2.5%	-2.5%	-0.2%	9.7%	-1.2%	8.2%	-5.4%	-1.2%	-4.1%
COc1ccc(O)c(C(=O)c2cnc3nc4ccccc4n3c2)c1	-9.9%	-20.3%	-6.0%	8.3%	-0.2%	?	5.6%	2.7%	?	-5.5%	-0.4%
Cc1ccc(-c2noc(CN(C(=O)c3ccc4c(c3)OCO4)C(C)C)n2)cc1	-6.9%	-33.2%	-3.6%	4.9%	-0.6%	?	-0.7%	8.3%	3.2%	2.3%	0.6%
CC(=O)N1CCc2cc(S(=O)(=O)NCC(=O)NCc3ccc(F)cc3)ccc21	-2.8%	-1.9%	1.7%	-2.5%	-3.0%	-13.3%	0.4%	-8.4%	-2.4%	21.6%	-1.9%
Cc1ccccc1N1CCN(Cc2cc3c(cc2[N+](=O)[O-])OCO3)CC1	-0.7%	-20.4%	11.6%	16.5%	-2.5%	9.4%	-5.6%	-14.6%	1.7%	3.4%	-5.1%
O=C(C1CCCN(S(=O)(=O)c2ccccc2)C1)N1CCN(c2ncccn2)CC1 (stereo not drawn)	-7.2%	-4.8%	0.0%	0.8%	-4.0%	?	-10.9%	?	-11.4%	-0.4%	-0.8%
Cc1cccc(Nc2ncc3c(n2)CC(C)CC3=O)c1 (stereo not drawn)	4.61µM*	5.01µM*	-2.3%	-0.4%	3.55µM*	23.7%	9.53µM*	?	?	-2.6%	3.55µM*
COc1cc(C(=O)Nc2ccc(S(=O)(=O)Nc3cnc4ccccc4n3)cc2)cc(OC)c1OC	?	-8.8%	4.1%	4.2%	-0.5%	17.5%	2.3%	-8.6%	-8.0%	-10.6%	-3.1%
Cc1ccccc1OCC(O)CNC1CCCC1 (stereo not drawn)	-7.2%	13.0%	1.8%	48.7%[activator]	6.0%	15.2%[1.91 µM]	2.0%	-9.1%	10.9%	3.4%	4.2%
Cc1nc(NCCN2CCOCC2)c2nnn(Cc3c(F)cccc3Cl)c2n1	-1.3%	-8.0%	3.4%	-10.3%	-5.1%	12.0%	-1.6%	-9.4%	-0.9%	7.3%	-1.6%
COc1cc(/C=N/NC(=O)c2c(C)nnn2-c2nonc2N)ccc1O	-0.2%	-2.7%	4.3%	?	-10.0%	4.4%	2.4%	2.4%	2.8%	?	-0.8%
CCNC(=O)C(=O)N1CCC2(CC1)OCCN2S(=O)(=O)c1ccc(C)cc1	-2.4%	-3.1%	-1.0%	·	0.3%	·	2.3%	·	4.9%	·	-0.9%
O=C(NCCN1CCN(C(=O)c2cccc(Br)c2)CC1)C(=O)Nc1ccc(Br)cc1	-10.1%	-34.6%	-8.7%	-3.4%	-5.0%	?	0.0%	-15.5%	-2.9%	10.8%	-4.3%
COc1ccc(C(=O)NCc2nnc(SCC(=O)c3ccccc3)o2)cc1	-2.7%[9.26 µM]	-0.4%	5.9%	1.9%	2.6%	-10.4%	-2.4%	2.4%	-0.8%	30.2%[activator]	-3.0%
CCC(=O)Nc1ccc(C(=O)CSc2nnc(-c3ccccc3F)n2C2CC2)cc1	0.8%	?	5.8%	13.5%	4.6%	?	-4.1%	18.9%	-2.5%	0.8%	-0.3%
O=C(CCCN1CCC(O)(c2ccc(Br)cc2)CC1)c1ccc(F)cc1	-3.8%	10.6%	4.1%	·	-4.5%	-2.0%[2.98 µM]	-0.4%	4.0%[17 µM]	-0.4%	-1.7%[51.4 µM]	-4.5%
COC(=O)Nc1ccc(N2CCOCC2)c(S(=O)(=O)N2CCOCC2)c1	3.1%	-25.1%	-3.0%	1.2%	-0.4%	-14.8%	4.7%	-13.9%	2.7%	2.7%	1.4%
CCOc1ccccc1NC(=O)COc1coc(CN2CCc3ccccc3C2)cc1=O	-5.4%	-29.2%	-0.9%	·	0.1%	·	1.2%	·	0.4%	·	-4.2%
O=C(NCc1ccco1)C1CCN(c2nc3ccccc3n2Cc2ccccc2F)CC1	-2.6%	-12.8%	-18.2%	-14.1%	-5.9%	-6.8%	-0.9%	-0.3%	-5.9%	-3.6%	-0.2%

Screening results from PubChem BioAssay.

Some of the compounds tested; count on the stated rates, not on these rows.
